TRPC4 block – TRPC4 (mouse) channel inhibition; Q9QUQ5; HEK293 TRPC4beta/mu-opioid, DAMGO-evoked Fluo4 calcium flux; active compounds read low; B-score at 10 µM; 300,000 compounds, 0.39% hits; AID 2247;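 active = B-score over 3 SD under the library average, no early fluorescence shift, positive overall ratio signal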
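Assay system: Stable TRPC4beta/mu-opioid receptor HEK293 cells | Reagent: DAMGO in two steps, submaximal then maximal | Compound dosing: Single concentration per test compound | Signal: Fluo4 Ca2+ flux fluorescence | Evaluation: Per-well B score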
DYRK1A inh – blocks rat Dyrk1A kinase activity; Q63470; ADP-Glo luminescence, NFATc1 peptide; inhibition, % at 12.5 µM; 310,000 compounds, 0.43% hits; AID 504441; in the data active = inhibition above about 50%;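 also: plate controls were vehicle with enzyme for no effect and no enzyme for full effect; many of its hits are not listed in these tables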
KCNK3 block – human KCNK3 channel inhibition, primary screen. O14649. CHO-KCNK3 thallium flux, FluxOR fluorescence; active compounds read low. B-score at 10 µM. 340,000 compounds, 0.84% hits. AID 602410;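 active = B-score under library mean minus 4 SD, starting fluorescence ratio at most library mean plus 5 SD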;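 also: more negative B-score means stronger inhibition of thallium flux through KCNK3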
Target sequence (O14649 whole entry, looked up): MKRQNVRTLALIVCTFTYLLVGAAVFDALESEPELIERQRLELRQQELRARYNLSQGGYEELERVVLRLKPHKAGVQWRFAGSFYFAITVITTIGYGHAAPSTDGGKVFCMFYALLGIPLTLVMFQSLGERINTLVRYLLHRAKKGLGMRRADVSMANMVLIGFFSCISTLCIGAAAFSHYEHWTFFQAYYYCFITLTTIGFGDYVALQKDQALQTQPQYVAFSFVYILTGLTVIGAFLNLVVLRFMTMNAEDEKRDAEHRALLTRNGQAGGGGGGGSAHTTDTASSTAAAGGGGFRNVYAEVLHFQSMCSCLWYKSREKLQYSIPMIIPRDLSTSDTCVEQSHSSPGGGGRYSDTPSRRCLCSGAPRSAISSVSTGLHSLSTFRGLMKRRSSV
hERG rescue – compounds protecting human hERG from proarrhythmic drug block; Q12809; CHO-hERG, FluxOR thallium flux, dofetilide IC70 present; activation (rescue from dofetilide block), less the hit threshold, % at 10 µM; 310,000 compounds, 0.51% hits;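 active = activation above the mean of controls blocked by dofetilide plus 5 SD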;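 also: thallium influx through hERG after potassium depolarization seen as dye fluorescence rise; in these data hits start at about 4.7%; inactives centre near -7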
PolyA inh – inhibitors of polyadenylation in S. cerevisiae. S. cerevisiae SKY197-pL101 polyadenylation reporter, beta-gal luminescence; efflux-impaired pdr1/pdr3 knockout yeast; score 100 = 6 SD above DMSO. calls only at 12 µM. 300,000 compounds, 0.02% hits. AID 1875;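 active = lowest replicate activity score at least 50, where 100 means six control SD above control mean; inconclusive = lowest score under 50 but half or more replicates reach 50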;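 also: yeast exposed to compound for 9 h at 30 °C; higher score means more reporter readthrough which indicates perturbed polyadenylation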
KCNQ1 act – potentiates or activates the human KCNQ1 potassium channel. B-score at 10 µM. 310,000 compounds, 0.35% hits. P51787. CHO-K1 KCNQ1, thallium flux FluxOR fluorescence; active compounds read high. AID 2648;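 active = fluorescence ratio B-score, a plate-corrected score, at least three library SD, with initial intensity B-score within 5 SD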
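assay system = CHO-K1 cells stably expressing KCNQ1 | medium = assay buffer, equal DMSO in all wells | timing = 37 °C overnight plating, 90-min dark dye load, 20-min compound pretreatment | measured by = kinetic FluxOR thallium fluorescence, 10-s 1-Hz baseline, 110-s post-stimulus read | measure = fluorescence change relative to baseline, converted to B score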
Platelet DG rel – modulates dense granule release in human platelets | human platelet-rich plasma, SFLLRN dense granule ATP release, luminescence | inhibition, %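 (compounds screened at 7.5 µM in platelet-rich plasma)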 | 300,000 compounds, 0.22% hits | AID 1663;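 active = mean replicate score, as percent of positive control, at or above 50; inconclusive = mean below 50 but at least one replicate at or above 50; inactive = mean and every replicate below 50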
KCNQ1 inh – blocks the human KCNQ1 potassium channel; P51787; CHO-K1 KCNQ1, FluxOR thallium flux fluorescence; active compounds read high; B-score at 10 µM; 310,000 compounds, 1.3% hits; AID 2642;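 active = compounds whose thallium flux B-score, printed positive for inhibition, exceeds three library SD while starting fluorescence stays within three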;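 also: channel opened by potassium depolarization with thallium stimulus after 20 min compound exposure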
KCNK9 inh – human KCNK9 channel inhibition | HEK293 KCNK9, FluxOR thallium flux fluorescence; active compounds read low | B-score at 10 µM | AID 488922 | Q9NPC2 | 310,000 compounds, 1.2% hits;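 active = ratio B-score over 3 SD below the library mean, with starting fluorescence within 5 SD of its mean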;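 also: negative B-score means less thallium flux so channel inhibition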
Target sequence (Q9NPC2 whole entry, looked up): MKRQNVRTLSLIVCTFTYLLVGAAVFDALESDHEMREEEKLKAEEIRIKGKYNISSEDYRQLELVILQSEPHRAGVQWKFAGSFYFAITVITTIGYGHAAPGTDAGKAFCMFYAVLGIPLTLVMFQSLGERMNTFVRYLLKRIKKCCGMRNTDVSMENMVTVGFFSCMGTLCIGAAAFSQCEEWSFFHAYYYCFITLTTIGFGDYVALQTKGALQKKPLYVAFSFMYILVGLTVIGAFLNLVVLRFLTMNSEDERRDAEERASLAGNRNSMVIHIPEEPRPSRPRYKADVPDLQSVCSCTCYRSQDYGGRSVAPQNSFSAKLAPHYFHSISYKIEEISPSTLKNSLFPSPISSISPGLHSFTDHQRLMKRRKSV
TRPC4 agonist – TRPC4 (mouse) channel activation. Q9QUQ5. HEK293 TRPC4beta/mu-opioid, Fluo4 calcium fluorescence; active compounds read high. B-score at 10 µM. 310,000 compounds, 0.49% hits. AID 2237;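 active = B-score above 5 SD of library B-scores, and initial fluorescence ratio not above library mean plus 5 SD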;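 also: positive B-score marks a calcium rise read as TRPC4 activation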
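System – HEK293 cells stably co-expressing mouse TRPC4beta and mu-opioid receptor · Signal – Fluo4 calcium-sensitive dye fluorescence, kinetic, 1 Hz baseline · Benchmarks – buffer (low) and maximal DAMGO (high) · Read-out – B score of integrated fluorescence ratio per well · Incubation – dye loading 45 min room temperature, 110 s kinetic read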
TRPC4 potent – TRPC4 (mouse) allosteric potentiation; HEK293 TRPC4beta/mu-opioid, DAMGO EC20, Fluo-4 Ca2+ flux; active compounds read high; B-score at 10 µM; 310,000 compounds, 0.42% hits; AID 2227;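 active = B-score of calcium response area above 5 SD of library B-scores, with initial fluorescence ratio within 5 SD of library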;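 also: B-score of integrated fluorescence ratio over time as area under calcium response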
Starred values were filed as active, the others as inactive; i = inactive; ? = inconclusive; · = not tested or not shown. These rows are one share of the data, so the mix of outcomes need not match the whole.

smiles	TRPC4 block	DYRK1A inh	KCNK3 block	hERG rescue	PolyA inh	KCNQ1 act	Platelet DG rel	KCNQ1 inh	KCNK9 inh	TRPC4 agonist	TRPC4 potent
O=C(NCC(O)c1ccccc1)c1ccc(Cl)c(S(=O)(=O)N2CCCCC2)c1 (configuration not stated)	i	-7	i	-10	i	i	-10	i	i	i	i
CCN(C1=NS(=O)(=O)c2ccccc21)N(CC)S(=O)(=O)c1ccc(C)cc1	i	·	i	-9	i	i	2	i	i	i	i
COc1ccc(C(=O)NCCN2CCOCC2)cc1[N+](=O)[O-]	i	7	i	-7	i	i	3	i	i	i	i
CCOc1cc(OCC)cc(C(=O)NCc2ccco2)c1	i	-5	i	-2	i	i	7	i	i	i	i
O=C(CNC(=O)c1ccccc1F)NCCN1C(=O)S/C(=C\c2ccccc2Cl)C1=O	i	-11	i	-5	i	i	-1	i	i	i	i
COc1ccc(Sc2nc(-c3ccccc3)ncc2OC)cc1	i	-3	i	-22	i	i	2	i	i	i	i
Cc1ccc(CNC(=O)C2CC3Cn4c(nc5ccccc54)C3N2C)o1 (configuration not stated)	i	-1	i	-8	i	i	-4	i	i	i	i
CN(Cc1cccc(F)c1)C(=O)c1ccc2c(=O)n3c(nc2c1)CCC3	i	-4	i	-19	i	i	0	i	i	i	i
COc1ccc(CCNS(=O)(=O)c2cc3c4c(c2)C(C)C(=O)N4CCC3)cc1OC (configuration not stated)	i	-3	i	-5	i	i	1	i	i	i	i
Cc1ccc(/C=C/C(=O)OC(C)C(=O)Nc2ncc(Cl)cc2Cl)o1 (configuration not stated)	i	-6	i	-7	i	i	23	i	i	i	i
CC(=O)c1ccc(N2CCN(C(=O)CCC(=O)c3cccs3)CC2)cc1	i	7	i	-11	i	i	0	i	i	i	i
Cn1c(=O)cc(OCC(=O)NCCCN2CCN(c3cccc(Cl)c3)CC2)c2ccccc21	i	7	i	-5	i	i	1	i	i	i	i
O=C(O)C1CCC(Cn2c(SCc3cc(=O)n4ccccc4n3)nc3ccsc3c2=O)CC1 (configuration not stated)	i	6	i	-4	i	i	6	i	i	i	i
COc1ccc(-c2csc(NC(=S)NC(=O)c3cccs3)n2)cc1OC	i	1	i	0	i	11*	18	i	-7.9*	i	i
CCc1ccc(NC(=O)C2C3/C=C\CCCCC32)cc1 (configuration not stated)	i	1	i	-7	i	i	3	i	i	i	i
COc1cccc(NC(=O)C(Sc2nnc(Nc3ccccc3C)s2)c2ccccc2)c1 (configuration not stated)	i	-3	i	-7	i	i	-2	i	-9.1*	i	i
CN(CC(=O)Nc1cccc(F)c1)C(=O)CSc1ccccc1F	i	-1	i	-9	i	i	-7	i	i	i	i
O=C1CCCN1CCCNS(=O)(=O)c1ccc(Br)cc1	i	3	i	-4	i	i	8	i	i	i	i
CC1=Nc2ccccc2N=C(N)C1c1ccccc1 (configuration not stated)	i	0	i	-9	i	i	3	i	i	i	i
O=C(Nc1cccc2ncccc12)c1ccc(Cl)cc1	i	14	i	-6	i	i	5	i	i	i	i
Cc1cccc(NC(=O)Nc2ccc(Cl)cc2)n1	i	3	i	-9	i	i	2	i	i	i	i
COc1ccc(CCC(C)NCc2ccc(Cl)c(Cl)c2)cc1 (configuration not stated)	i	·	i	-16	i	i	-2	i	i	i	i
Cc1ccc(C(=O)OCC(=O)N2CCCC2)cc1	i	-4	i	-14	i	i	-6	i	i	i	i
O=C(/C=C/c1c(F)cccc1Cl)Nc1ccc(S(=O)(=O)Nc2ncccn2)cc1	i	-1	i	-4	i	i	-8	i	i	i	i
CC(C)(C)CC(C)(C)N1CNC(=S)NC1	i	·	i	-6	i	i	-2	i	i	i	i
O=C(O)CN1CCc2ccccc2C1	i	-2	i	-10	i	i	4	i	i	i	i
Clc1ccccc1N1CCN(Cc2ccc(Br)o2)CC1	i	-1	i	-4	i	i	-4	i	i	i	i
COCc1nnc(NC(=O)CSCc2ccccc2)s1	i	4	i	-9	i	i	?	i	i	i	i
COc1cccc(NC(=O)Cc2nnc(SCC(=O)NC3CCCC3)n2C)c1	i	-6	i	-6	i	i	4	i	i	i	i
CC(C)c1ccc(NC(=O)C(=O)c2cn(CC(=O)N3CCCCC3)c3ccccc23)cc1	i	11	i	-10	i	i	-2	i	i	i	i
CC1CCCC(C)N1C(=O)CSc1ncccn1 (configuration not stated)	i	-5	i	-8	i	i	-9	i	i	i	i
CC1CCCCC1NC(=O)CSc1nc2ccccc2c(=O)n1Cc1ccco1 (configuration not stated)	i	-8	i	-11	i	i	0	i	i	i	i
COc1ccc(-n2c(SCC(=O)NCc3cccs3)nnc2-c2ccoc2C)cc1	i	2	i	0	i	i	-2	i	i	i	i
CC12CCC(=O)N1C(C(=O)Nc1cc(C(F)(F)F)ccc1N1CCCCC1)CS2 (configuration not stated)	i	-2	i	-19	i	i	-4	7*	i	i	i
COc1ccc(NC2CCCN(C(=O)c3cc4ncccn4n3)C2)cc1 (configuration not stated)	i	3	i	-3	i	i	18	i	i	i	i
CCn1nc(CC(=O)Nc2nnc(CC(=O)N3CCCC3)s2)c2ccccc2c1=O	i	-10	i	-11	i	i	8	i	i	i	i
Cc1ccc(NC(=O)C(C)Sc2n[nH]c(CNc3ccccc3)n2)cc1 (configuration not stated)	i	-3	i	-7	i	i	-1	i	i	i	i
CC(Sc1ccccc1)C(=O)NNC(=O)c1csc(N2CCOCC2)n1 (configuration not stated)	i	-5	i	-15	i	i	9	i	i	i	i
CCOc1cc(/C=N/N2CCN(Cc3ccccc3)CC2)ccc1O	i	·	i	-10	i	i	-2	i	i	i	i
CCC(=O)N1CC(C)C(=O)Nc2ccccc21 (configuration not stated)	i	-2	i	-4	i	i	4	i	i	i	i

The last six records of the part before are carried over, then new ones follow.
smiles	TRPC4 block	DYRK1A inh	KCNK3 block	hERG rescue	PolyA inh	KCNQ1 act	Platelet DG rel	KCNQ1 inh	KCNK9 inh	TRPC4 agonist	TRPC4 potent
COc1ccc(NC2CCCN(C(=O)c3cc4ncccn4n3)C2)cc1 (configuration not stated)	i	3	i	-3	i	i	18	i	i	i	i
CCn1nc(CC(=O)Nc2nnc(CC(=O)N3CCCC3)s2)c2ccccc2c1=O	i	-10	i	-11	i	i	8	i	i	i	i
Cc1ccc(NC(=O)C(C)Sc2n[nH]c(CNc3ccccc3)n2)cc1 (configuration not stated)	i	-3	i	-7	i	i	-1	i	i	i	i
CC(Sc1ccccc1)C(=O)NNC(=O)c1csc(N2CCOCC2)n1 (configuration not stated)	i	-5	i	-15	i	i	9	i	i	i	i
CCOc1cc(/C=N/N2CCN(Cc3ccccc3)CC2)ccc1O	i	·	i	-10	i	i	-2	i	i	i	i
CCC(=O)N1CC(C)C(=O)Nc2ccccc21 (configuration not stated)	i	-2	i	-4	i	i	4	i	i	i	i
O=C(CC(C(=O)NCc1ccccc1)c1nc2ccccc2c(=O)[nH]1)NCc1ccccc1 (configuration not stated)	i	10	i	-5	i	i	4	i	i	i	i
O=C(CCCC(=O)NNC(=O)Nc1ccccc1)NNC(=O)Nc1ccccc1	i	-2	i	-11	i	i	3	i	i	i	i
CCCOC(=O)c1cccc(NC(=O)c2cccnc2)c1	i	12	i	-4	i	i	-2	i	i	i	i
O=C(NCC(c1ccco1)N1CCN(c2ccccc2)CC1)C(=O)NC1CC1 (configuration not stated)	i	6	i	-6	i	i	3	i	i	i	i
O=C(N/N=C/C(Cl)=C/c1ccccc1)c1ccco1	i	-8	i	-9	i	i	7	i	i	i	i
CC(C)(C)C(=O)O/N=C(\N)c1ccc(Oc2cc(Cl)cc(Cl)c2)c([N+](=O)[O-])c1	i	-3	i	-8	i	i	6	i	i	i	i
O=C(CS(=O)(=O)c1ccccc1)Nc1ccc(Cl)cn1	i	3	i	-5	i	i	-1	i	i	i	i
CCc1ccc(-n2c(SCC(=O)N3Cc4ccccc4CC3C(=O)O)nnc2-c2ccncc2)cc1 (configuration not stated)	i	14	i	-8	i	i	7	i	i	i	i
CCOC(=O)c1c(C)[nH]c(C(=O)COC(=O)c2ccccc2NC(=O)c2ccco2)c1C	i	6	i	-8	i	i	8	i	i	i	i
NC(=O)c1ccc(NC(=O)COC(=O)C2(c3ccccc3F)CCCC2)cc1	i	5	i	-15	i	i	-11	i	i	i	i
CCCCn1c(N)c(N(CC(C)C)C(=O)c2ccc(OCc3c(C)noc3C)cc2)c(=O)[nH]c1=O	i	-4	i	-8	i	i	1	i	i	i	i
C=C1CSc2nc(=O)c3c4c(sc3n21)CCCC4	i	12	i	-4	i	i	-4	i	i	i	i
CC(C)N1CCN(C(=O)c2cccc(Cl)c2)CC1	i	9	i	-2	i	i	1	i	i	i	i
COc1ccc(OCC(=O)N2CCCC2=O)c([N+](=O)[O-])c1	i	2	i	-11	i	i	11	i	i	i	i
CNC(=S)N(Cc1ccco1)Cc1cc2cc3c(cc2[nH]c1=O)OCCO3	i	-7	i	-8	i	i	-2	i	i	i	i
CCC(Sc1nc2cc(OC)c(OC)cc2c(=O)n1CCc1ccc(OC)c(OC)c1)C(=O)NCCOC (configuration not stated)	i	·	i	-16	i	i	20	i	i	i	i
CC1(C#CC[N+]2(C)CCCCC2)CCC2C(O1)c1ccccc1OC2(C)C (configuration not stated)	i	-1	i	-20	i	i	-3	i	i	i	21*
Cc1c(/C=N/NC(=O)COc2ccccc2[N+](=O)[O-])c2ccccc2n1C	i	3	i	-8	i	i	3	i	i	i	i
CCC(=O)Nc1c(S(=O)(=O)c2ccccc2)c2nc3ccccc3nc2n1Cc1ccccc1	i	-3	i	-12	i	i	-4	i	i	i	i
